Compound activity deposited in PubChem BioAssay by National Center for Advancing Translational Sciences (NCATS).
AmpC inh detg = qHTS Inhibitors of AmpC Beta-Lactamase (assay with detergent) | AmpC hydrolysis of nitrocefin, absorbance 480 nm, 0.01% Triton | Potency, µM (highest dose often 114 µM), inactives show at the top dose activity change, negative = inhibition, usual class: inhibitors | 370,000 compounds, 0.041% hits | AID 485294, 2010;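 further: potency means the concentration at half of the fitted maximal effect; 0% = no-compound wells and -100% = no-enzyme wells; nearly all actives have a fitted effect of over 25% in size; some results filed as inactive show a strong effect at the top dose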
Target sequence (P00811 whole entry, looked up): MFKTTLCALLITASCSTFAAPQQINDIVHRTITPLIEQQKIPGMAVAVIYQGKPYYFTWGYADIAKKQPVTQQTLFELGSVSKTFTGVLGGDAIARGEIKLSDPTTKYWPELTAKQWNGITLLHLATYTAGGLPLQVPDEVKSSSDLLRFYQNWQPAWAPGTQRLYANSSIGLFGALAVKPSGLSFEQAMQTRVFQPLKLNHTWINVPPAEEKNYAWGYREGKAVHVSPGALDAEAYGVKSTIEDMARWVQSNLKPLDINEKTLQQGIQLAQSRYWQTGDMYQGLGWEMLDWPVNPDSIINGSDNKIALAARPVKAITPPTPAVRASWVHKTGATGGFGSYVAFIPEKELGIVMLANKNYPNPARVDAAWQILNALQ
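AmpC (5.3 nM in the dispensed reagent) in 20 mM phosphate pH 7.0 with 0.01% (detergent screen) or 0.0001% Triton X-100 was preincubated with compounds for 15 min at room temperature. Nitrocefin was then added from an 800 uM solution, and hydrolysis was followed at 480 nm.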
HCV inhibitor = qHTS Assay for Inhibitors of Hepatitis C Virus (HCV); Huh7.5.1 HCVcc-Cre infection, luciferase reporter, 44 h; Potency, µM (top dose mostly 41.8 µM), without a hit: top-dose activity change, negative = inhibition, usual class: inhibitors; 340,000 compounds, 3.4% hits; AID 651820, 2012; further: potency means the concentration at half of the fitted maximal effect
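Reporter virus HCVcc-Cre (~0.5 moi) infects cells exposed to compound; seeding density 1,000 cells/well with 4 h settling beforehand. Luminescence, 15 sec read, taken 44 h post-infection following a 15 min RT substrate incubation.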
Sm TGR inh = qHTS Assay for the Inhibitors of Schistosoma Mansoni Peroxiredoxins. Schistosoma mansoni thioredoxin glutathione reductase (TGR), Q962Y6. purified TGR, DTNB reduction, TNB absorbance 405 nm. Potency, µM (top dose mostly 114 µM), without a hit: top-dose activity change, negative = inhibition, most hits filed as inhibitors. 360,000 compounds, 3% hits. AID 485364, 2010; further: potency means the concentration at half of the fitted maximal effect; nearly all actives have a fitted effect of over 60% in size
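Kinetic colorimetric format: TGR-catalysed, NADPH-driven DTNB reduction monitored via TNB absorbance. Enzyme dispensed at 20 nM; compound exposure 15 min at room temperature before reaction start.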
FBPA Giardia inh = qHTS Assay for Inhibitors of Fructose-1,6-bisphosphate Aldolase from Giardia Lamblia; Potency, µM (highest dose often 59.6 µM), for inactives: at the highest dose activity, negative = inhibition, most hits filed as inhibitors; purified Giardia FBPA; A8B2U2; 290,000 compounds, 0.71% hits; AID 2451, 2010; further: potency means the concentration at half of the fitted maximal effect; nearly all actives have a fitted effect of over 55% in size
Target sequence (A8B2U2 whole entry, looked up): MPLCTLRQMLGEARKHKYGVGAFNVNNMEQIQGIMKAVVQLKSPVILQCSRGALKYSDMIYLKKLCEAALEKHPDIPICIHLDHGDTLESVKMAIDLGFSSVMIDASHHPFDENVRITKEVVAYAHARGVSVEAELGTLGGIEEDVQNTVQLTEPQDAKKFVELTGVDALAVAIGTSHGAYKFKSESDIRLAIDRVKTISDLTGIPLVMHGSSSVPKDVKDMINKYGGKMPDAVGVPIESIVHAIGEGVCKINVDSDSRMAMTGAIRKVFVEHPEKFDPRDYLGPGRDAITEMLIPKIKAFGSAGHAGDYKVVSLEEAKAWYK
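Giardia FBPA (40 nM reagent) was preincubated 10 min at RT with compound (up to 57.5 uM final), then substrate plus GAPDH/TPI/NAD/arsenate coupling system with diaphorase/resazurin was added; resorufin fluorescence (525/598 nm) was read after 20 min.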
HCMV antiviral = qHTS Assay for inhibitors of the human cytomegalovirus (HCMV) | HFF cells, HCMV-luciferase reporter, 72 h; stronger effect = lower value | activity change, negative = inhibition, % at 57.5 µM | 410,000 compounds, 4.5% hits | AID 1259415, 2018; in the data active means activity change below about -60%; inconclusive means no clear call, values can overlap the other calls; inactive means above about -39%
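Luciferase read-out from HCMV-luciferase-infected HFFs (MOI 1 PFU/cell) 72 h post infection at 37C; compounds added after 16 h cell attachment; activity normalized between buffer-only basal and Salinomycin (10uM) inhibitor controls.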
AMA1-RON2 inh = qHTS for Inhibitors of AMA1-RON; Towards Development of Antimalarial Drug Lead: Primary Screen. AID 720542, 2013. Potency, µM (series often up to 58.2 µM), without a hit: at the top dose activity change, negative = inhibition, hits mostly inhibitors. 360,000 compounds, 0.2% hits. AlphaScreen AMA1-biotinylated RON2 peptide binding. Plasmodium falciparum AMA1 (3D7) - RON2 peptide interaction;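 further: potency means the concentration at half of the fitted maximal effect; 0% = vehicle wells and -100% = peptide control; nearly all actives have a fitted effect of over 45% in size; some results filed as inactive show a strong effect at the top dose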
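AMA1 (3D7) with his tag at 25 nM final met compounds first, then biotinylated RON2 peptide at 25 nM; detection used donor plus acceptor beads, 10 µg/mL apiece, read by AlphaScreen after 30 min at room temperature.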
Active calls of the source: *; ? = inconclusive; / = not tested or not shown; & = joins results of further samples; [ ] = remark or other dose. Unless noted, the call rests on the fitted dose curve; in most records, active means well fitted curve in the direction sought with a large enough effect; inconclusive means small, poorly fitted or top-dose-only effect, or another doubt; inactive means no such curve, though single readings can be large; an effect the other way counts as inactive or inconclusive. Unless noted, on the % scale 0 is the no-effect control and ±100 the full control effect.

SMILES | AmpC inh detg | HCV inhibitor | Sm TGR inh | FBPA Giardia inh | HCMV antiviral | AMA1-RON2 inh
CCOC(=O)CN1C(=O)S/C(=C/c2ccc(N3CCCCC3)o2)C1=O | 2% | 9% | -9% | -24% | -19 | -12%
Cn1c(N)c(C(=O)CSc2n[nH]c(-c3ccccc3)n2)c(=O)n(C)c1=O | -11% | -18% | -16% | / | -18 | -12%
Cn1c(=O)n(-c2ccc3c(c2)OCO3)c2nc(-c3ccccc3)nc(C(N)=O)c21 | 2% | / | -9% | / | 4 | /
CCOC(=O)C1CCCN(C(=O)c2ccc3c(c2)N(Cc2ccccc2)C(=O)c2ccccc2S3(=O)=O)C1 (centres undefined) | 8% | / | 0% | / | -18 | /
COc1ccc(N2C(=O)C3CCCCC3C2=O)cc1NC(=O)c1ccccc1 (centres undefined) | -6% | -15% | -2% | 1% | -33 | -3%
COc1ccc(CNc2nc(-c3ccccc3)nn2C(=O)c2ccc([N+](=O)[O-])cc2)cc1 | ? | -1% | -14% | -1% | 109 | 3%
Cc1sc(NC(=O)C2CCCCC2C(=O)O)c(C(N)=O)c1C (centres undefined) | -12% | -6% | 23% | 6% | 17 | 0%
CN(Cc1cnccn1)Cc1nc(Cc2cccc(F)c2)no1 | 1% | 14% | 9% | -2% | 16 | -2%
CCO[C@@H]1OC(C(=O)O)=C[C@H](c2ccccc2)[C@H]1CCCO | / | 24% | / | / | -5 | -4%
CC(C)OC(=O)CCc1nc2ccccc2[nH]c1=O | -9% | 9% | 4% | 2% | -19 | 39%[activator]
COC(=O)c1cn(NC(=O)Cc2ccc(Cl)c(Cl)c2)c(=O)c2ccccc12 | ? | 17% | -9% | 6% | -20 | -4%
NS(=O)(=O)c1ccc(N/N=C2/CCCCC2C2CCCCC2)c([N+](=O)[O-])c1 (centres undefined) | -8% | ? | -4% | -9% | -33 | -30%
CCN1CCN(CCCOc2ccccc2-c2ccccc2)CC1 | -1% | ? | / | ? | ? | ?
CC(C)(C)NC(=O)COc1ccc(CNn2nnnc2N)cc1 | -13% | -3% | -22% | 1% | 4 | 2%
Cc1sc(NC(=O)c2ccc(Cl)s2)c(C(N)=O)c1C | ? | -7% | -14% | 14% | 240 | -6%
COc1ccc2cc3cc(C(=O)NCCc4ccccc4)sc3nc2c1Cl | 8% | / | -3% | / | ? | /
COc1cc(OC)nc(-n2ncc(Br)c(Br)c2=O)n1 | -5% | 4µM* | 1.8µM* | 5% | -105* | 4%
COc1cc(CNC2CCCC2)cc(Cl)c1OCc1ccccc1Cl | -5% | ? | -4% | -7% | ? | 0%
C=CCN(C(=O)Cc1cccs1)c1nc(-c2ccc(S(C)(=O)=O)cc2)cs1 | -6% | ? | -23% | -8% | 91 | 2%
Cc1ccc(OCC(=O)Nc2ccc(C)c(S(=O)(=O)N3CCCCC3)c2)c([N+](=O)[O-])n1 | 0% | ? | 15% | -14% | -19 | 9%
CCn1c(C)nnc1SCC(=O)Nc1ccc(N2CCOCC2)cc1 | 3% | / | 2% | 1% | 9 | -10%
CC(C)N1CCC(N2CCN(Cc3cc4c(cc3Cl)OCO4)CC2CCO)CC1 (centres undefined) | 2% | ? | 0%[57.1 µM] | 1% | ? | 10%
CN(C)/C=C(\C#N)c1nc2ccccc2[nH]1 | ? | 0% | -1% | -6% | 36 | 12%
S=P(c1ccc(N2CCOCC2)cc1N1CCOCC1)(N1CCOCC1)N1CCOCC1 | -14% | -3% | 2% | 3% | 33 | -2%
O=C(CCNC(=O)c1ccc(Br)cc1)NCc1ccccn1 | ? | 16% | 0% | / | 1 | 5%
Cc1nnc(SCc2nc3scc(-c4ccccc4)c3c(=O)[nH]2)s1 | 6% | -14% | 2% | -2% | -32 | 11%
CC(=O)NC1CC2CCCC(C1)N2CC(=O)NCc1ccc(F)cc1 (centres undefined) | -3% | 7% | -6% | 2% | -9 | -25%
COc1ccc(S(=O)(=O)Nc2ccc3c(c2)sc(=O)n3C)cc1Cl | -3% | / | 0% | / | 33 | /
CCCCNC(=O)CN(C1CCCCC1)S(C)(=O)=O | 4% | 13% | 6% | 1% | 23 | -1%
NC(=O)NC(Cc1ccccc1)C(=O)NCCCSc1ccccc1 (centres undefined) | -9% | -1% | 3% | 6% | -35 | -1%
CC(C)Cc1nnc(N)s1 | / | 35%[activator] | / | / | 5 | -12%
Cc1cccc(CS(=O)(=O)c2ncc(Cl)c(C(=O)Nc3ccc(F)cc3)n2)c1 | 2% | ? | 7.1µM* | / | -110* | 0%
COc1ccccc1CC(=O)NC1CCCc2ccccc21 (centres undefined) | 5% | -25% | 7% | 1% | -38 | 5%
O=c1ccc(-c2ccccc2)nn1Cc1ccccc1 | / | -28% | / | / | -21 | -3%
CCC1(NC(C)=O)CC2CC1CC2NC(C)=O (centres undefined) | -12% | -2% | 8% | 0% | 46 | 11%
CC(C)NC(=O)C1CCN(C2CCN(CC3CC=CCC3)CC2)CC1 (centres undefined) | -9% | ? | 1%[57.1 µM] | 0% | 11 | -16%
CCCc1cc(C(N)=O)c(NC(=O)c2ccoc2C)s1 | -14% | 7.1µM* | -3% | -3% | 22 | 21%
CCOC(=O)c1c(-c2ccccc2)oc2ccc(OCC(O)CNCCN(C)C)cc12 (centres undefined) | -6% | ? | -2% | 19% | -8 | 25%
CCn1c(=O)cc(OCC(=O)NCc2ccc(C)o2)c2ccccc21 | -5% | ? | 35µM* | -17% | 100 | -1%
CCOP(=O)(C#CC(C)(C)C)C(O)(c1ccccc1)C(F)(F)F (centres undefined) | -3% | 19% | -8% | 0% | -32 | 0%
COc1ccc(-c2c(-c3cc(OC)c(OC)c(OC)c3)noc2C)cn1 | ? | -19% | 0% | 8% | / | 1%
CC(C)c1ccc(NC(=O)COC(=O)c2c[nH]c(=O)[nH]c2=O)cc1 | -7% | 26% | -5% | -6% | 31 | 38%[activator]
CN(C)S(=O)(=O)N(CC(=O)NCCSc1ccc(Cl)cc1)c1ccccc1 | 13% | / | -14% | / | 0 | /
CCN(CCCNC(=O)c1cc(Nc2ccc(OC)cc2)nc2ccccc12)c1cccc(C)c1 | -6% | / | 0% | / | -61* | /
COC(=O)c1nn(-c2ccccc2)c(Sc2ccc(OC)cc2)c1/C=N/O | 1% | -9% | 0% | 3% | -17 | -3%
Cc1cccc(NC(=O)CSc2nnc(CCC(=O)Nc3ccc(C)c(Cl)c3)n2C)c1 | -11% | 7% | 1% | -1% | -5 | 0%
Cc1cc(O)c(C=Nc2ccc(Cl)cn2)c(=O)o1 | -3% | 18% | ? | ? | 20 | -9%
Cc1ccc(OCC(=O)Nc2nnc(S(=O)(=O)N3CCc4ccccc43)s2)cc1 | 6% | / | 1% | / | 8 | /
COc1ccc(NC(=O)CSc2nc(O)cc(=O)n2-c2ccccc2)cc1 | 9% | 3% | 3% | / | / | 9%
O=C(CN1CCc2ccccc21)NC(=O)NCc1ccco1 | -7% | 4% | ? | 2% | 60 | 0%

Next section:
SMILES | AmpC inh detg | HCV inhibitor | Sm TGR inh | FBPA Giardia inh | HCMV antiviral | AMA1-RON2 inh
O=C(NC1CCCCCC1)c1c2c(nc3ccccc13)CCN(Cc1ccccc1)C2 | -17% | ? | -7% | -2% | 8 | -9%
Cc1ccc(S(=O)(=O)N(CC#N)CC#N)cc1 | 1% | 15% | -5% | 1% | -26 | -4%
O=C(CSc1nnc(-c2ccncc2)n1-c1ccc(Cl)cc1)N1CCOCC1 | -4% | 0% | -7% | 7% | -31 | -4%
CN1CCN(/C=N/c2c(C#N)cnn2Cc2ccccc2)CC1 | ? | 4% | -3% | -15% | -29 | 4%
Oc1oc(-c2ccccc2Br)nc1/C=N/c1ccccn1 | 10% | -1% | -4% | -4% | -12 | -5%
COc1ccc(C(=O)COC(=O)c2cccnc2Cl)c(OC)c1 | -5% | -18% | -1% | -6% | 0 | 1%
CS(=O)(=O)Nc1ccc(S(=O)(=O)Nc2nccs2)cc1 | 2% | 10% | 7% | 3% | -12 | 0%
CC(=O)Nc1cc2ccccc2oc1=O | 12% | 11% | 9% | 4% | -26 | -7%
CCO[C@H]1OC(C(N)=O)=C[C@@H](C2CCCCC2)[C@@H]1CCCO | -5% | -1% | -12% | -5% | 3 | -2%
COc1ccc(N(C(=O)CNC(=O)c2ccco2)C(C(=O)NCC2CCCO2)c2ccccc2)c(OC)c1 (centres undefined) | ? | 10% | 7% | -5% | -22 | -3%
CN(C)C(=O)C(=O)c1cccn1-c1cccc(Cl)c1C#N | 6% | 17% | 14% | -7% | -14 | 10%
O=c1cc(-c2ccccc2)nc(Cc2c(Cl)cccc2Cl)[nH]1 | -7% | 1% | -10% | -8% | -20 | 5%
CCOC(=O)CSCC(=O)N1N=C(c2cccs2)CC1c1ccc(F)cc1 (centres undefined) | -2% | -5% | ? | 1% | ? | 3%
CCOC(=O)c1cc(N)cc([N+](=O)[O-])c1 | 13% | -2% | -7% | 16% | -23 | -1%
Cc1[nH]c(=S)c(C#N)c(C)c1Cc1ccc(Cl)cc1Cl | -11% | -3% | 16% | 13% | -13 | 106%[activator]
CCN(CC)CCOC(=O)c1ccc(N/C=C(/C#N)c2nc(-c3cccc(OC)c3)cs2)cc1 | 6% | 15% | 22% | -1% | -20 | -10%
CC(Oc1ccccc1F)c1nnc(SCC(=O)Nc2ccc(N3CCOCC3)cc2)o1 (centres undefined) | -1% | -34% | -12% | / | 7 | 3%
COc1ccccc1CNC(=O)CCNC(=O)N1CC(=O)Nc2ccccc21 | -12% | 5% | 1% | / | 5 | -8%
Cc1cc(NC(=O)C2CCCCC2)ccc1NC(=O)c1ccccc1Cl | ? | ? | -2% | 3% | ? | 2%
O=C(CN(c1ccccc1)S(=O)(=O)c1ccccc1)N1CCN(Cc2ccc3c(c2)OCO3)CC1 | ? | -5%&-29% | 3% | 1% | -17 | -12%

Continued; it opens with the 3 that closed the last part.
SMILES | AmpC inh detg | HCV inhibitor | Sm TGR inh | FBPA Giardia inh | HCMV antiviral | AMA1-RON2 inh
COc1ccccc1CNC(=O)CCNC(=O)N1CC(=O)Nc2ccccc21 | -12% | 5% | 1% | / | 5 | -8%
Cc1cc(NC(=O)C2CCCCC2)ccc1NC(=O)c1ccccc1Cl | ? | ? | -2% | 3% | ? | 2%
O=C(CN(c1ccccc1)S(=O)(=O)c1ccccc1)N1CCN(Cc2ccc3c(c2)OCO3)CC1 | ? | -5%&-29% | 3% | 1% | -17 | -12%
COCCCNC(=O)CS(=O)Cc1nc(-c2ccccc2C)oc1C (centres undefined) | -17% | -5% | 40µM* | 2% | 18 | 18%
O=C1OC(c2ccccc2)(c2cc(Br)ccc2O)c2ccccc21 (centres undefined) | / | ? | / | / | -33 | -10%
NC(=S)c1cc2ccc(O)cc2oc1=O | -10% | 3% | 0% | -1% | 2 | -1%
O=C(Nc1cccc(Cl)c1)N1CCN(c2ncccn2)CC1 | -10% | 2% | 4% | -1% | -20 | 4%
